TPT1 inhibitor = blocks Candida albicans tRNA 2'-phosphotransferase | recombinant caTPT1, FP RNA substrate dephosphorylation | inhibition, % at 5 µM | actives 0.81% (n = 300,000) | AID 1962;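 active = inhibition above the mean of all tested compounds plus 3 SD, set per screening campaign, cut at about 24% in these data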;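 also: plate controls were DMSO alone for no effect and ferristatin control at 100 nM for full effect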
JMJD2C inh = human JMJD2C demethylase inhibition. Q9H3R0. AID 2099. inhibition, % at 2.35 µM. actives 0.069% (n = 330,000). GST-JMJD2C(1-420) H3K9me3 demethylation, DELFIA europium;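 active = more than half of a compound's replicate wells show inhibition beyond 50%, single wells judged on their own value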;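 also: signal counts dimethyl H3K9 product captured on neutravidin plate; 0% = median of DMSO wells and 100% = 0.3 times that DMSO median; strong numbers were not always called active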
Efflux pump inh = blocks antifungal efflux pumps in multiplex yeast assay. S. cerevisiae Candida pump triplex, Nile Red efflux. inhibition, % at 10 µM. actives 0.44% (n = 330,000);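 active = plate passing quality check with inhibition over a set limit, or well fluorescence over plate mean plus 4 SD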;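 also: Nile Red retained in pooled yeast measured as flow cytometry median fluorescence; 0% = buffer negative control and 100% = Enniatin B positive control; higher means more Nile Red kept so more efflux inhibition; some compounds called inactive have numbers as strong as hits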
Fh CTSL1 inh = blocks F. hepatica cathepsin L1 in PFM18AAP counter-screen; inhibition, % at 5.96 µM; recombinant F. hepatica cathepsin L1, Z-Leu-Arg-MCA fluorescence; actives 0.49% (n = 300,000);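 active = inhibition above the mean of all tested compounds plus 3 SD, set per screening campaign, cut at about 17% in these data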;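 also: 0% = plate median of test compound wells and 100% = 1 µM Z-Phe-Ala-diazomethylketone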
PP1 counter = blocks human PP1-alpha phosphatase, a PP5 counter-screen. purified PP1alpha, OMFP fluorescence. inhibition, % at 6.7 µM. actives 0.9% (n = 320,000);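 active = inhibition above the mean inhibition of all tested compounds plus 3 SD, computed separately for each screening campaign, cut at about 15% in these data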
procasp3 activ = procaspase-3 (human) activation | P42574 | recombinant procaspase-3 D3A, Ac-DEVD-pNA absorbance 405 nm | activation, % at 8.5 µM | actives 0.11% (n = 330,000) | AID 463141;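 active = activation above the mean of all tested compounds plus 3 SD, cut at about 21% in these data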;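 also: 0% = DMSO alone and 100% = DMSO wells spiked with extra 5 µM PC-3 D3A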
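material = Procaspase-3 D3A mutant | probe or stimulus = Ac-DEVD-pNA | compound = single dose, 8.5 µM nominal compound, 0.8% DMSO | timing = 1 h preincubation, 2 h reaction | measured by = 405 nm absorbance of p-nitroaniline, reads at 0 and 120 min | benchmarks = DMSO-only low control, 5 µM PC-3 D3A high control | repeats = singlicate, each compound tested once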
PP5 inh = PP5 (human) phosphatase inhibition; purified PP5c, OMFP substrate fluorescence; P53041; inhibition, % at 6.7 µM; actives 0.18% (n = 320,000); AID 1987;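 active = inhibition above the campaign's mean inhibition across all tested compounds plus 3 SD, cut at about 9.5% in these data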;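 also: 0% = DMSO only and 100% = 100 µM cantharidin control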
Target sequence (P53041 whole entry, looked up): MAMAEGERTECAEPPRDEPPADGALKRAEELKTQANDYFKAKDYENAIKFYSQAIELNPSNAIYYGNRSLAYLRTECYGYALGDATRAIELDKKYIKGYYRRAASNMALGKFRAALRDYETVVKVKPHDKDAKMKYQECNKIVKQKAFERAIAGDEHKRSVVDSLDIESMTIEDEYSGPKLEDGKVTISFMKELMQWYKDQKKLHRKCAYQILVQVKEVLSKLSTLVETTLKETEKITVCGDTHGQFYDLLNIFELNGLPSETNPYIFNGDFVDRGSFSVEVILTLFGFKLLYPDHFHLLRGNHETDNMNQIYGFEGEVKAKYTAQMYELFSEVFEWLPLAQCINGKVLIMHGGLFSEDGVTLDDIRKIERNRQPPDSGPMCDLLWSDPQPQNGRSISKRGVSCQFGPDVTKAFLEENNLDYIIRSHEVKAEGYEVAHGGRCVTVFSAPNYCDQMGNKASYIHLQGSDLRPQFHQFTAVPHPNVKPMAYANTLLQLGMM
HCV core dimer = blocks dimerization of HCV core protein. TR-FRET GST/Flag-core106 dimerization, 1536-well. inhibition, % at 5 µM. actives 0.33% (n = 300,000). AID 1899;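 active = inhibition above the mean of all tested compounds plus 3 SD, set per screening campaign, cut at about 45% in these data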
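Assay system: GST-tagged and Flag-tagged HCV core protein residues 1-106 / Times: compound-protein-antibody incubation 4 h at 22.5 °C / Signal: time-resolved FRET, ex 340 nm, em 617 and 671 nm / Evaluation: % inhibition based on acceptor/donor emission ratio / Benchmarks: wells lacking GST-core106 and wells with excess unlabelled core106 / Repeats: singlicate, one well per compound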
proCasp7 act = counter-screen: procaspase-7 (human) activation; P55210; recombinant procaspase-7, Ac-DEVD-pNA absorbance 405 nm; D23A/D198A/D206A triple mutant, cannot self-cleave; scale: DMSO 0, 5 µM enzyme 100; activation, % at 8.5 µM; actives 0.093% (n = 330,000); AID 463210;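 active = percent activation above the screen-wide mean plus 3 SD, cut at about 25% in these data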
Target sequence (P55210 whole entry D23A/D198A/D206A): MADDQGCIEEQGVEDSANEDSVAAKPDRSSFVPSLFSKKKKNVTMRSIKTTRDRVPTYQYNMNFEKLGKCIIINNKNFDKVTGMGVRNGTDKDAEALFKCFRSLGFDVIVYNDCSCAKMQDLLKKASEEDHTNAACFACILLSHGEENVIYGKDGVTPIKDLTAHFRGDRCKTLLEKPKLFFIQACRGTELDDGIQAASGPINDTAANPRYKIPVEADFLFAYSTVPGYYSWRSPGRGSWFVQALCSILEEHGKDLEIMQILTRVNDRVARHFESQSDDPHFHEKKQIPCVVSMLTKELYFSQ
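Assay system: Uncleavable procaspase-7 mutant enzyme; Input: 2 µM procaspase-7 mutant as dispensed; Also added: DEVD-pNA substrate; Medium: Zinc-free HEPES pH 7.4 with 300 mM NaCl, 0.01% Triton X-100; Timing: 1 h compound preincubation, 2 h substrate cleavage, 25 °C; Measured by: Epi-absorbance of released pNA at 405 nm, two timepoints.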
* = called active by the depositor; nt = not tested or not shown.

SMILES	TPT1 inhibitor	proCasp7 act	PP1 counter	HCV core dimer	Fh CTSL1 inh	PP5 inh	procasp3 activ	Efflux pump inh	JMJD2C inh
CC(C)C(=O)Nc1cc(C(F)(F)F)ccc1-n1ccnc1	-2	3	-6	0	-2	-1.6	12	0.0	1
Cc1ccccc1C(=O)O/N=C(\N)Cc1cccs1	1	-3	-2	-2	6	1.8	-1	0.0	35
O=C(c1cccnc1)N1CCN(c2ccc3ccccc3n2)CC1	-2	6	0	-9	1	1.0	8	-0.1	1
Cn1c(=O)c2c(nc(NCC3CCCC(CN)C3)n2Cc2ccc(Cl)cc2Cl)n(C)c1=O (stereo not given)	2	12	2	8	-4	2.5	3	0.0	-6
COc1ccc(C2=C/C(=C\c3ccc(OC(C)=O)cc3)C(=O)O2)cc1	2	-12	7	3	-3	1.2	1	0.5	-6
CCOC(=O)COc1ccc(C2NC(C(=O)O)CS2)cc1 (stereo not given)	2	-1	-7	5	-4	2.1	3	0.1	3
O=S(=O)(N1CCCCC1)N1CCN(c2cc(Cl)ccc2Cl)CC1	-3	-5	1	8	2	1.4	0	0.0	-30
Cc1cc(C)c(NC(=O)CS(=O)CC(=O)NCCN2CCCCCC2)c(C)c1 (stereo not given)	-2	8	-3	10	-1	0.2	5	-0.6	-2
C1CCN(c2nc3nonc3nc2NCC2CCOCC2)CC1	-2	-3	-5	1	4	-2.1	2	0.1	4
CCn1c(=S)sc2c(=O)n(CC(=O)Nc3ccccc3OC)c(C)nc21	-1	-3	-2	-1	0	2.9	-1	0.2	-4
O=C(NCc1ccc2c(c1)OCO2)C1CC(=O)N(c2ccc(F)cc2)C1 (stereo not given)	-1	6	-2	-2	-1	0.5	5	0.1	5
Cc1ccc(CCN2CC(C(=O)O)CC2=O)cc1 (stereo not given)	-1	7	-1	-1	2	5.1	-3	0.2	2
COc1ccccc1C(=O)N/C(N)=N/c1nc2ccccc2o1	14	8	2	4	6	1.7	4	-0.1	3
CCc1nnc(NC(=O)CSc2sc3c(O)cc(=O)[nH]c3c2C#N)s1	49*	-21	18*	-19	-4	0.3	0	-0.5	-19
COCCN(C(=O)COC(=O)c1ccco1)c1c(N)n(Cc2ccccc2)c(=O)[nH]c1=O	0	1	-1	0	2	-0.7	-3	-0.1	-5
Cc1ccccc1/C=N\NC(=O)c1ccc(Cn2cccn2)o1	-1	-8	-1	-6	0	-0.6	2	0.4	-4
Cc1noc(C)c1COC(=O)c1ccc(N(C)C)cc1	3	-4	-1	-1	-2	0.9	4	0.0	-17
N#Cc1nc(COc2ccc(F)cc2)oc1N1CCCCC1	-4	-6	1	-3	1	2.8	7	-0.3	21
CC(=O)Nc1ccc(NC(=O)COC(=O)c2c(-c3ccccc3)noc2C)cc1	nt	7	1	nt	nt	1.3	11	-0.1	-3
COc1ccccc1N1CCN(S(=O)(=O)c2ccc3c(c2)NC(=O)C(C)C(=O)N3)CC1 (stereo not given)	-3	11	4	-5	4	1.5	-1	-0.1	-13
O=S(=O)(O)c1cc2oc(-c3ccccc3)nc2c2ccccc12	-1	2	-1	11	3	-0.9	4	-0.1	-8
O=S1(=O)[C@H]2C[C@@H]3CC[C@]2(CN1Cc1cccc(F)c1)O3	-5	-2	0	2	-5	0.4	10	-0.1	0
COc1ccc(CCNC(=O)C2CC(=O)N(c3ccc(C)cc3)C2)cc1 (stereo not given)	0	2	-2	-7	2	0.4	-2	-0.2	8
Cc1cccc2cc(CN(CCc3ccccc3)C(=O)N3CCOCC3)c3nnnn3c12	-4	10	0	5	-5	-2.1	0	-0.1	-5
O=C(CSc1nnc(Cc2cc(=O)[nH]c(=O)[nH]2)n1-c1ccc(Cl)cc1)NC1CCCC1	-3	4	-2	-1	7	0.0	2	0.0	0

Nothing new here: entries from further up.
SMILES	TPT1 inhibitor	proCasp7 act	PP1 counter	HCV core dimer	Fh CTSL1 inh	PP5 inh	procasp3 activ	Efflux pump inh	JMJD2C inh
CC(C)C(=O)Nc1cc(C(F)(F)F)ccc1-n1ccnc1	-2	3	-6	0	-2	-1.6	12	0.0	1
Cc1ccccc1C(=O)O/N=C(\N)Cc1cccs1	1	-3	-2	-2	6	1.8	-1	0.0	35
O=C(c1cccnc1)N1CCN(c2ccc3ccccc3n2)CC1	-2	6	0	-9	1	1.0	8	-0.1	1

(listing goes on)
SMILES	TPT1 inhibitor	proCasp7 act	PP1 counter	HCV core dimer	Fh CTSL1 inh	PP5 inh	procasp3 activ	Efflux pump inh	JMJD2C inh
Cc1cccc(C(C)C)c1NC(=O)COC(=O)CNS(=O)(=O)c1ccccc1	2	-2	0	3	-23	-1.2	6	0.0	36
COc1ccc(-n2nc3c(N4CCC(C(=O)NC5CCCCC5)CC4)nnc(C)c3c2C)cc1	2	10	-3	2	4	-0.4	1	0.1	-5
COC(CNc1ccc([N+](=O)[O-])c(NCC(OC)OC)c1C#N)OC	-3	0	-3	3	2	-3.0	-6	-0.1	-1
Cc1nn(-c2ccccc2)c(Cl)c1C(=O)Nc1nnc(C2CCCC2)s1	-10	2	-4	1	-3	1.7	-6	-0.1	5
Clc1ccc(-c2nnc(-c3ccco3)o2)cc1	-2	-2	-7	-10	10	-5.9	0	0.1	nt
Cc1nc(=O)c(-c2ccccc2)c(C)n1-c1ccc(Br)cc1	0	-3	-5	1	-1	-2.9	2	0.0	4
O=C(NC1CCCCC1)C(c1ccccc1)N1CCc2ccccc21 (stereo not given)	-5	-1	-1	-3	-2	2.9	1	0.1	-5
O=C(N=C1SC2CS(=O)(=O)CC2N1Cc1ccc(Cl)cc1)C1CCCO1 (stereo not given)	-3	11	0	-2	-1	-0.8	-2	0.0	40
CN(C)c1ccc(/C=N\NC(=O)CC#N)cc1	1	3	-1	-6	8	1.4	-7	0.0	4
CC(C)N=C(NC#N)SCc1ccc(F)cc1	-2	-2	0	1	-2	0.0	-6	0.0	-4
O=C(N/N=C/c1c[nH]c2ccccc12)c1ccc([N+](=O)[O-])cc1Cl	-4	7	1	-3	1	3.3	5	-0.5	-23
CCOc1ccccc1NC(=O)COC(=O)CN1C(=O)NC(C)(C)C1=O	nt	-6	nt	nt	nt	nt	4	0.4	-15
COC(=O)C1=C(C(=O)c2ccccc2)C(c2ccc(OC)c(OC)c2)Nc2nnnn21 (stereo not given)	-1	-1	-2	-4	0	0.8	5	-0.1	22
O=c1c2c3c(sc2nc2n1N=C(c1cccs1)CS2)CCCC3	4	8	-2	-3	-6	-0.6	-3	0.3	-3
O=C(O)c1ccc(Cn2cc(/C=C\[N+](=O)[O-])c3ccccc32)o1	4	-35	2	-1	7	-1.5	-15	-0.1	-7
Cc1ccc(NC(=O)C(C)c2cccc(C(=O)c3ccccc3)c2)cc1 (stereo not given)	2	-2	1	2	6	1.5	5	0.0	2
O=c1c2ccccc2[nH]c2ccc(O)cc12	-3	-11	2	-10	-1	1.6	-12	0.2	0
Cc1ccc(S(=O)(=O)N2CCC(C(=O)OCC(=O)N3CC(=O)Nc4ccccc43)CC2)cc1	1	-3	-4	-5	-2	4.1	-5	0.2	-2
Cn1nccc1C(=O)N1CCN(c2cccc(C(F)(F)F)c2)CC1	-5	-4	-1	-13	-2	4.4	1	-0.1	2
CNC(=S)N1CCN(c2ccccn2)CC1	2	-13	-2	1	1	1.5	-8	0.2	-11
CCN(C(=O)CN1C(=O)NC2(CCc3ccccc32)C1=O)C1CCCCC1 (stereo not given)	2	-5	-7	-4	1	0.9	6	0.0	3
N/C(=N\OC(=O)CCCOc1ccccc1)c1ccc([N+](=O)[O-])cc1	-4	-4	1	0	-41	1.9	2	-0.1	-4
COc1ccccc1N1Cc2ccccc2C1	8	4	18*	30	0	2.7	-4	0.0	6
COc1ccc(-c2noc(CSc3ccccc3)n2)cc1OC	3	-2	5	1	2	2.2	-4	0.0	6
COc1ccc(-c2cc(C(=O)Nc3c(Cl)cc(Cl)cc3Cl)c3ccccc3n2)cc1OC	-4	-3	0	15	0	1.3	5	0.3	-6
O=C(c1ccc(-c2ccccc2)cc1)N1CCCC1	1	-3	-5	-3	0	-0.3	6	0.1	-12
CSc1nc2ccc(NS(=O)(=O)c3c(Cl)cccc3Cl)cc2s1	9	-10	-1	7	0	4.3	0	0.4	3

Whole records as entered above. Values in the order: TPT1 inhibitor, proCasp7 act, PP1 counter, HCV core dimer, Fh CTSL1 inh, PP5 inh, procasp3 activ, Efflux pump inh, JMJD2C inh
`CNC(=S)N1CCN(c2ccccn2)CC1` is entered as 2, -13, -2, 1, 1, 1.5, -8, 0.2, -11
`O=c1c2ccccc2[nH]c2ccc(O)cc12` is entered as -3, -11, 2, -10, -1, 1.6, -12, 0.2, 0
`O=C(N/N=C/c1c[nH]c2ccccc12)c1ccc([N+](=O)[O-])cc1Cl` is entered as -4, 7, 1, -3, 1, 3.3, 5, -0.5, -23
`CSc1nc2ccc(NS(=O)(=O)c3c(Cl)cccc3Cl)cc2s1` is entered as 9, -10, -1, 7, 0, 4.3, 0, 0.4, 3

Screening data deposited in PubChem by several laboratories.
